High-throughput results: PubChem BioAssay, National Center for Advancing Translational Sciences (NCATS)
Epigenetic reg: derepresses silenced GFP reporter in murine cells | murine LDR cells, GFP reporter derepression, 30 h | Potency, µM (series often up to 53.9 µM), for the others: at the top dose GFP activation, most hits filed as activators | actives 0.2% (n = 280,000) | AID 1865; also: potency is read from the fitted curve at half-maximal effect; % of control where 0% means no effect; nearly all actives have a fitted effect of over 60% in size
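GFP-positive cell count by laser-scanning cytometry (objects 20–120 um) after 30 h, 37 C compound exposure of murine LDR cells; reporter is CMV-GFP integrated at a silenced locus, inducible by HDAC or DNMT inhibitors.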
CBFb-RUNX1 inh: inhibitors of human CBF-beta and RUNX1 interaction. AlphaScreen CBFb-His/RUNX1-biotin binding, biochemical. 230,000 tested, under 10 active. Q01196+Q13951. Potency, µM (doses to about 59.8 µM), for the others: top-dose activity, negative = inhibition, usual class: inhibitors. AID 1477; also: % of control where 0% means no effect
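Inhibition was taken as any reduction in AlphaScreen signal from the CBF-beta–RUNX1 pair (His and biotin tags, 30 nM each), measured after compound (15 min) and bead (90 min) incubations at room temperature.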
Tau FP inhib: tau fibrillization inhibition (FP) | K18 P301L tau heparin fibrillization, Alexa594 FP, 6 h | Potency, µM (doses to about 57.7 µM), inactives show at the highest dose activity, negative = inhibition, hits mostly inhibitors | actives 0.39% (n = 280,000) | AID 1468; also: potency is read from the fitted curve at half-maximal effect; % is scaled to controls: 0 for no effect and ±100 for the full control effect; nearly all actives have a fitted effect of over 55% in size
Target sequence (P10636 561-689 P618L limits assumed): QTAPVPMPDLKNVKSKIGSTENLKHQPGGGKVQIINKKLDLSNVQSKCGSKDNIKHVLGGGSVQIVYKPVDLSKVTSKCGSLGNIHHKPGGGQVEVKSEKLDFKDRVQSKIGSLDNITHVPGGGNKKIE
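Compound effects on tau fibrillization are measured by Alexa 594 fluorescence polarization (ex 555, em 632 nm). K18 P301L tau is used at 15 uM with 0.24 uM labeled tracer, and 20 uM heparin induces aggregation over 6 hr at 37 C.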
TRb SRC2 PPI: disrupts binding of human TR beta to SRC2; P10828; TRbeta-SRC2 peptide binding, fluorescence polarization; receptor liganded with 1 µM T3; Potency, µM (top dose mostly 106 µM), for inactives: at the highest dose activity change, negative = inhibition, usual class: inhibitors; actives 0.065% (n = 280,000); AID 1469;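 also: potency is read from the fitted curve at half-maximal effect; plate controls were bound peptide for no effect and peptide without receptor for full effect; nearly all actives have a fitted effect of over 50% in size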
Target sequence (P10828 whole entry, looked up): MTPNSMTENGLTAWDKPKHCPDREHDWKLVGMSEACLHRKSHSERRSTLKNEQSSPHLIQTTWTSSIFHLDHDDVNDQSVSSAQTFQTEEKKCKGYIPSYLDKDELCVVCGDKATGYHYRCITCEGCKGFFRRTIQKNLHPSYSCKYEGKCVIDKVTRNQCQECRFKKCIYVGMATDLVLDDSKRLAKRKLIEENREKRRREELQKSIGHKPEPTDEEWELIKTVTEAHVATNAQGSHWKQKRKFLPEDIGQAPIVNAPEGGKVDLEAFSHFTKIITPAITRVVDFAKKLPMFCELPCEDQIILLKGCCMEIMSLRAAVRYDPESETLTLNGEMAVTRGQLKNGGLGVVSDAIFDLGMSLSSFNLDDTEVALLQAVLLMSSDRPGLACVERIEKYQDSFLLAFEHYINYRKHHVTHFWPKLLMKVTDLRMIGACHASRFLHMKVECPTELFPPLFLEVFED
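Read-out is fluorescence polarization (555 nm excitation, 632 nm emission) of a Texas Red SRC2 coactivator peptide; loss of signal reflects blocked binding to human TRb ligand-binding domain in the presence of 1 uM T3.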
aGal spleen mod: inhibits or activates alpha-galactosidase in human spleen homogenate; human spleen homogenate, 4MU-alpha-Gal fluorescence, 40 min; Potency, µM (doses to about 80 µM), inactives show at the highest dose activity change, negative = inhibition, hits mostly inhibitors; actives 0.008% (n = 240,000); AID 2107;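 also: potency is read from the fitted curve at half-maximal effect; 0% = enzyme with vehicle and -100% = no enzyme basal signal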
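Fluorogenic readout (Ex 365/Em 440 nm) of 4-methylumbelliferone released from 1 mM 4-MU-alpha-galactoside by spleen homogenate, 40 min at 37C, pH 5.0. Data normalized to no-enzyme and enzyme controls; Hill-equation AC50 from compound titrations.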
TR SRC2 fluor cs: alters Texas Red total fluorescence, flagging assay interference. TRb/SRC2 Texas Red total fluorescence interference. actives 0.29% (n = 280,000). Potency, µM (top dose mostly 106 µM), inactives show at the top dose fluorescence change, negative = quenching; active = well fitted curve in either direction with a large enough effect; inconclusive = small, poorly fitted or top-dose-only effect; also: potency is read from the fitted curve at half-maximal effect; % is scaled to controls: 0 for no effect and ±100 for the full control effect
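Human TRβ ligand-binding domain (0.6 uM) and Texas Red SRC2 peptide (20 nM) in Tris buffer with 1 uM T3 and 5% DMSO were incubated with pinned compound for 5 hr at ambient temperature. Total fluorescence was computed as S + 2P (555/632 nm).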
NPSR antagonist: antagonists of human neuropeptide S receptor cAMP signaling | Potency, µM (titrated, usually from 38.3 µM), for the others: at the highest dose activity change, negative = inhibition, usual class: inhibitors | actives 1% (n = 220,000) | AID 1461 | CHO-NPSR cells, cAMP TR-FRET, antagonist mode | Q6W5P4; also: potency is read from the fitted curve at half-maximal effect; % is scaled to controls: 0 for no effect and ±100 for the full control effect; nearly all actives have a fitted effect of over 50% in size; many of its hits are not listed in these tables
Target sequence (Q6W5P4 whole entry, looked up): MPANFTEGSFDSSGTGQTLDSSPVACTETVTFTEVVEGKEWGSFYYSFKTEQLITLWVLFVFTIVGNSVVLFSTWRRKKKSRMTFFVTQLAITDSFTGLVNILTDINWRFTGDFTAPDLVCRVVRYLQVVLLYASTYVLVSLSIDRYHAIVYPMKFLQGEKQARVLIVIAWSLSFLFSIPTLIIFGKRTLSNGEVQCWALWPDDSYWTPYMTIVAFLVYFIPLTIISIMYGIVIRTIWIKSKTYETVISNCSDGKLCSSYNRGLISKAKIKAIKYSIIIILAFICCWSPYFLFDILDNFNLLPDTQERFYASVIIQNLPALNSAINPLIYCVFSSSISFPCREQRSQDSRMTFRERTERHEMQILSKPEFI
Tau fluor cs: counter-screen for tau fibril formation inhibitors. actives 0.93% (n = 280,000). tau K18 P301L Alexa594 fluorescence, heparin fibrillization. Potency, µM (doses to about 57.7 µM), inactives show at the highest dose activity change, negative = decrease; also: potency is read from the fitted curve at half-maximal effect; % is scaled to controls: 0 for no effect and ±100 for the full control effect; nearly all actives have a fitted effect of over 55% in size
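Human tau K18 P301L (15 uM unlabeled, 0.24 uM Alexa 594-labeled) in 100 mM sodium acetate pH 7 with 20 uM heparin, 6 hr at 37 C. ThT 30 uM added, 1 hr ambient; Alexa 594 FP and total fluorescence read at 555/632 nm.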
Starred values were filed as active, the others as inactive; ? = inconclusive; · = no result given; & = joins results of further samples; [ ] = remark or other dose. Unless noted, calls follow the shape of the dose curve; as a rule, active = well fitted curve in the direction sought with a large enough effect; inconclusive = small, poorly fitted or top-dose-only effect, or another doubt; inactive = no such curve, though single readings can be large; an effect the other way counts as inactive or inconclusive. This is a subset; rates above refer to the full screens.

Values in the order – Epigenetic reg | CBFb-RUNX1 inh | Tau FP inhib | TRb SRC2 PPI | aGal spleen mod | TR SRC2 fluor cs | NPSR antagonist | Tau fluor cs
Cc1ccc(OCC(=O)Nc2ccccc2Sc2ccccc2)c([N+](=O)[O-])n1
    -0.8% | -6% | -6% | 6% | -7% | -1% | -15% | ?
CCOC(=O)c1[nH]c(C)c(CCC(=O)NCc2ccc(C)cc2)c1C
    4.1% | · | 6% | -3% | · | -1% | · | -2%
O=C(NCc1nc2ccccc2[nH]1)C1=C[C@H](c2ccc3c(c2)OCO3)C[C@H](OCc2ccc(CO)cc2)O1
    -3.0% | 8% | -13% | -6% | -15% | -3% | 23% | ?
CSc1cccc(NC(=O)C2CCN(S(=O)(=O)c3ccc(F)cc3)CC2)c1
    0.7% | 7% | -7% | -23% | -1% | 0% | -27%[46.1 µM] | ?
Cc1ccc(-c2[nH]c(=S)[nH]c(=O)c2C#N)cc1
    2.3% | 1% | -2% | 0%[53 µM] | 2% | -1%[53 µM] | -5% | 4%
CCN(CC)CCn1c(N)c(S(=O)(=O)c2ccccc2)c2nc3ccccc3nc21
    5.2% | 10% | -12% | 1% | ? | 1% | -42% | -29%
O=C(CC1OC(=O)c2ccccc21)c1ccco1 (stereo not given)
    -1.3% | -3% | 0% | -2% | -1% | 2% | -9%[46.1 µM] | 6%
OCC1OC(C#Cc2ccccc2)C=CC1OCc1ccccc1 (stereo not given)
    0.0%[10.1 µM] | 3%[13.1 µM] | -8%[11.6 µM] | 5%[11.2 µM] | 4%[17.5 µM] | -3%[11.2 µM] | · | -12%[11.6 µM]
Cc1occc1-c1nnc(SCCNCCO)o1
    3.3% | 4% | -1% | -1% | -8% | 0% | 6% | -1%
O=C(NCCCc1ccccc1)c1nn(-c2ccccc2)nc1CO
    -0.1% | · | -3% | -4% | · | -2% | · | -11%
O=C(NCc1ccccc1)C1(C(F)(F)F)C/C(=C\CCO)CCCO1 (stereo not given)
    · | 11% | · | 11% | 1% | -1% | · | ·
CCn1c(COc2ccccc2)nnc1SCC(=O)CC(=O)Nc1ccccc1OC
    -0.3% | -16% | 0% | 6% | 0% | 0% | -18%[46.1 µM] | -19%
CCOc1ccc(-c2nc(N)ncc2-c2ccccc2)c(O)c1
    1.8% | -7% | -3% | -15% | 1% | 0% | 3%[46.1 µM] | -28%
Cc1ccc(-n2c(N)c(C#N)c(-c3ccccc3)c(C#N)c2=O)cc1
    2.7% | 1% | -3% | -5% | 0% | 0% | 5%[46.1 µM] | -5%
Cc1cccc(N2CCN(C(=O)c3cc4ccc5cccnc5c4[nH]3)CC2)c1C
    -0.4% | · | -10% | -1% | · | -7% | · | -20%
Cc1c(C(=O)N2CCCCC2)sc(NC(=O)c2ccco2)c1C#N
    0.0% | 5% | 7% | -5% | -4% | -7% | 0%[46.1 µM] | -2%
Cc1cc(C(=O)NN)c(Cl)cc1Cl
    -3.1% | 10% | -1% | 4% | 3% | 0% | 14% | -13%
C/C(=N\NC(=S)NCc1ccccc1)c1cccc(Br)c1
    1.2% | -2% | -2% | -7% | 3% | -3% | -34% | -1%
Cc1noc(C)c1S(=O)(=O)N1CCCC(C(=O)c2cccc(OC(C)C)c2)C1 (stereo not given)
    -1.0% | 15% | 1% | -2% | 7% | 0% | 49% | -23%
COc1ccc(NC(=O)COC(=O)c2cc(OC)c(OC)cc2NC(=O)c2ccco2)cc1OC
    ? | 3% | -14% | -4% | 12% | -7% | -6%[46.1 µM] | -28%
Cn1c(SCCN2CCCCC2)nnc1-c1ccccc1Br
    0.0% | -1% | 6% | -9% | 3% | -1% | 7%[46.1 µM] | 8%
Clc1cccc(-c2nc(-c3ccccn3)no2)c1
    -1.0% | 7% | -11% | -2% | 2% | 2% | 1%[46.1 µM] | -14%
N#C/C(=C(/O)COC(=O)CSc1ccc(Cl)cc1)c1nc2ccccc2[nH]1
    1.0% | -8% | -2% | -2% | 4% | 10% | 3% | -24%
O=C(CSc1nnc(-c2ccncc2)n1Cc1ccccc1)NC1CCCCC1
    0.0% | -6% | -6% | -4% | 3% | -5% | -2% | -20%
Cc1ccccc1SC1CCN(Cc2nc(C3CC3)no2)CC1
    5.1% | 26% | -4% | -7% | -1% | -1% | 50% | -12%
CC(=O)COc1nc2c(c(-c3ccco3)c1C#N)CCc1ccccc1-2
    1.1% | 28% | -7% | 1% | ? | -7% | 49% | -27%
COc1ccc(NC(C)C(=O)Nc2ccc(C(C)(C)C)cc2)cc1Cl (stereo not given)
    -0.5% | -18% | ? | -5% | 2% | -1% | ? | ?
Nc1nonc1N/N=C\c1ccccc1
    0.1% | -1% | 13% | 1% | -3% | -4% | 3% | -13%
C=CCNC(=O)/C(=C/c1ccco1)NC(=O)c1ccc(Br)o1
    -5.7% | 8% | 2% | -3% | -1% | -3% | -20%[46.1 µM] | -5%
O=C(CCc1nnc(CCCCc2ccccc2)o1)NC1CCCC1
    0.3% | 1% | 13% | 3%[53 µM] | 4% | 0%[53 µM] | -6% | -1%

Structural class: those above with fluorine (2)
Values in the order – Epigenetic reg | CBFb-RUNX1 inh | Tau FP inhib | TRb SRC2 PPI | aGal spleen mod | TR SRC2 fluor cs | NPSR antagonist | Tau fluor cs
CSc1cccc(NC(=O)C2CCN(S(=O)(=O)c3ccc(F)cc3)CC2)c1
    0.7% | 7% | -7% | -23% | -1% | 0% | -27%[46.1 µM] | ?
O=C(NCc1ccccc1)C1(C(F)(F)F)C/C(=C\CCO)CCCO1 (stereo not given)
    · | 11% | · | 11% | 1% | -1% | · | ·

(list continues)
Values in the order – Epigenetic reg | CBFb-RUNX1 inh | Tau FP inhib | TRb SRC2 PPI | aGal spleen mod | TR SRC2 fluor cs | NPSR antagonist | Tau fluor cs
CCN(c1ccccc1C)S(=O)(=O)c1nnc(NC(=O)c2ccc(OC)c(OC)c2)s1
    ? | · | -8% | -3% | · | 7% | · | -13%
N#Cc1ccsc1NC(=O)CN1CCN(c2ccccc2O)CC1
    -0.1% | -1% | ? | 4% | -4% | 4% | -1% | -21%
N#Cc1nc(/C=C/c2ccccc2)oc1NCCCN1CCOCC1
    3.1% | 22% | 13% | -2% | ? | -4% | -27% | -19%
COc1ccc(S(=O)(=O)N(C)CC(=O)Nc2ccc(C(N)=O)cc2)cc1OC
    3.2% | 0% | 8% | 5% | 7% | -1% | 21% | -2%
Cc1nc(C(=O)NNC(=O)c2ccc(Cl)cc2)cs1
    0.0% | 5% | 0% | 1% | -3% | -4% | 8% | 0%
CCN(CC)S(=O)(=O)c1cc(NC(=O)COc2ccc(C#N)cc2OC)ccc1C
    -0.3% | -2% | 3% | 5%[53 µM] | 3% | -2%[53 µM] | 2% | -15%
CCOC(=O)/C=C1\SCC(=O)N1CC(=O)NCc1cccc(Cl)c1
    0.0% | 3% | 0% | 4% | -14% | 4% | -10%[46.1 µM] | -13%
CCN(CC)c1nc(OCCNC(=O)Nc2ccccc2)nc(N(CC)CC)n1
    -1.9% | 2% | -9% | -14% | 0% | -2% | ? | ?
CN1C(=O)/C(=C/C=C2\SCCN2C)OC1=S
    14% | 0% | 2% | 3% | 11% | -1% | -15% | -2%
Cc1cc(C)c2sc(N(Cc3cccnc3)C(=O)CCOc3ccccc3)nc2c1
    -3.0% | · | -16% | -6% | · | -3% | · | -17%
Cc1cccc(OCC(=O)Nc2ccc3oc(-c4ccccc4F)nc3c2)c1
    11% | · | -9% | 8% | · | -22% | · | -14%
CCC(=O)NC(Nc1nc(C)cs1)(C(=O)OC)C(F)(F)F (stereo not given)
    -1.0% | 15% | -5% | -5% | 1% | -4% | 12% | -5%
O=C(Nc1nc(-c2ccccn2)cs1)C1COc2ccccc2O1 (stereo not given)
    -1.9% | 2% | 8% | 7% | 0% | 1% | -23%[46.1 µM] | 3%
COCCn1cc(C(=O)N2CCC(C)CC2)c2c3ccccc3n(C)c2c1=O
    1.3% | -6% | 5% | -4% | ? | -3% | -10%[46.1 µM] | -3%
CC(=O)c1ccc(N2CCN(C(=O)c3cc(C)on3)CC2)cc1
    -0.8% | 6% | -4% | 1% | -21% | -5% | -10%[46.1 µM] | 0%
COc1cccc(C2CC(c3cccc(Br)c3)n3nc(N)nc3N2)c1 (stereo not given)
    -0.8% | -7% | 6% | -5% | 8% | 0% | -17%[46.1 µM] | -11%
CC1CC(C)CN(CCCNC(=O)c2cc3c(=O)[nH]c4ccccc4c3n2C)C1 (stereo not given)
    -0.2% | 5% | -8% | 2% | 5% | 0% | -7% | -12%
CCOC(=O)c1c(C)c(C(=O)OCC)n(C)c1C
    -2.0% | 3% | 8% | 3% | -7% | -1% | -7% | -8%
Cc1ccc(Cn2c(=O)cc(C(=O)O)c3ccccc32)cc1
    -0.9% | 4% | 4% | -11% | 3% | -4% | -19%[46.1 µM] | -2%
O=C(Cc1c(F)cccc1Cl)Nc1ncc([N+](=O)[O-])s1
    0.2% | -7% | -7% | 4% | 11% | -1% | -30% | -22%
CC(=O)Nc1ccc(S(=O)(=O)N2C(=O)c3cccc4cccc2c34)cc1
    -1.1% | 25% | ? | 2% | 5% | 3% | 10% | -25%
O=C(Nc1nccs1)c1cccc(N2C(=O)C3C4C=CC(C4)C3C2=O)c1 (stereo not given)
    0.0% | 0% | -9% | -5% | 0% | -1% | 2% | -1%
CC(C)(C)c1cc(/C=C(\C#N)C(N)=S)cc(C(C)(C)C)c1O
    -0.1%&7.4%&0.0% | ? | 3%&-14%&0% | 8%&-3%&-8% | 3%&-1%&-6% | -2%&-4%&1% | -22%[46.1 µM] | ?
Cc1ccc(C)c(NC(=S)N/N=C/C(C)c2ccccc2)c1 (stereo not given)
    0.1% | -3% | -6% | 1% | 8% | -1% | ? | 2%
Clc1ccccc1Cn1nnc(-c2ccccc2)n1
    0.0% | -2% | 2% | 1% | 2% | 3% | -13% | 2%
Cc1c(-n2c(SCC(=O)O)nnc2-c2ccccc2Br)c(=O)n(-c2ccccc2)n1C
    -1.5% | 10% | -6% | 10% | 6% | -2% | 18% | -10%
Cc1cccc(NCc2ccccc2O)n1
    -2.6% | -1% | -6% | 4% | 4% | -2% | ? | -8%
